Screening results from PubChem BioAssay.
TRPC4 act: opens the mouse TRPC4 cation channel | Q9QUQ5 | HEK293 TRPC4beta/mu-opioid, Fluo4 calcium fluorescence; hits give high values | B-score at 10 µM | 310,000 compounds, 0.49% hits;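 active means B-score above 5 SD of library B-scores, and initial fluorescence ratio not above library mean plus 5 SD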;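 further: positive B-score marks a calcium rise read as TRPC4 activation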
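Technique: kinetic Fluo4 calcium fluorescence; Test system: TRPC4beta and mu-opioid receptor HEK293 stable cells; Measure: B-scored integrated calcium fluorescence ratio; Benchmarks: low control buffer alone, high control maximal DAMGO; Schedule: 45 min room-temperature Fluo4 loading, 110 s read.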
TRPC6 act: mouse TRPC6 channel activation. HEK293-TRPC6 membrane potential dye fluorescence; hits give high values. AID 2550. B-score at 10 µM. 310,000 compounds, 0.13% hits;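 active means B-score of the integrated fluorescence ratio above library mean plus 3 SD, and starting fluorescence ratio within library mean plus 5 SD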;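 further: higher score means more depolarization so channel activation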
MrgX1 allo act: allosterically activates human MrgX1 receptor signaling; Q96LB2; MrgX1-HEK293, Fluo-4 calcium flux, FDSS; hits give high values; B-score at 10 µM; 310,000 compounds, 0.63% hits; AID 588675;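 active means plate-corrected calcium response at least 3 library SD above typical, normal starting fluorescence, not activating the receptor alone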;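 further: compound read alongside a low EC10 to EC30 dose of BAM8-22 agonist; peak minus trough fluorescence over baseline measured at the second addition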
Target sequence (Q96LB2 whole entry, looked up): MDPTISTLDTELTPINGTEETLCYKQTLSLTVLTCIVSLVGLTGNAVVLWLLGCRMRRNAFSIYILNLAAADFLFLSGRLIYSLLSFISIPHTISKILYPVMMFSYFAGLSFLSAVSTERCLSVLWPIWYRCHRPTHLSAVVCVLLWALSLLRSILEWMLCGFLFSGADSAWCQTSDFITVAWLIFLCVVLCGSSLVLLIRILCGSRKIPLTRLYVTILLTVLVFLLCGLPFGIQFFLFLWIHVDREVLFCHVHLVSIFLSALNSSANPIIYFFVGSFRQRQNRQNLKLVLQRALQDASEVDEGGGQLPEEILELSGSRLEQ
RGS4 block: human RGS4 inhibition | P49798 | HEK293 M3R/RGS4 inducible, Fluo-4 calcium flux; hits give high values; triggered by carbachol at its EC20 | B-score at 10 µM | 310,000 compounds, 0.45% hits | AID 463165;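 active means B-score, a plate-corrected calcium signal, over three deviations above library mean, with baseline fluorescence within five deviations of library mean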;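 further: RGS4 expression induced by doxycycline in cells with stable M3 receptor; B-score is computed from the integrated fluorescence ratio over baseline after carbachol; higher B-score means a larger calcium signal and so more RGS4 inhibition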
Target sequence (P49798 whole entry, looked up): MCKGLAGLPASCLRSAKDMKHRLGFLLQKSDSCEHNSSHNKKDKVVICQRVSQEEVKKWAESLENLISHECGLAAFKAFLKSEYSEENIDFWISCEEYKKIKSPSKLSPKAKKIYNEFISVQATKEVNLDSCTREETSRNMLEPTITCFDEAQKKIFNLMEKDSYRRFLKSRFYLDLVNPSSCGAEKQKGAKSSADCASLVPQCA
MrgX1 antag: blocks BAM8-22 activation of human MrgX1 receptor; MRGX1-HEK293 calcium flux, Fluo-4, BAM8-22 antagonism; hits give low values; Q96LB2; AID 588676; 310,000 compounds, 1.3% hits; B-score at 10 µM;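 active means calcium-response B-score plate-corrected more than 3 library SD below zero, starting fluorescence within 5 deviations, no agonist response on first addition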;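 further: peak minus trough fluorescence over baseline after final BAM8-22 challenge near maximal dose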
TRPC6 inh: inhibitors of mouse TRPC6 channel; 310,000 compounds, 1.1% hits; AID 2553; HEK293-TRPC6, membrane potential dye, ACh-evoked depolarization; hits give low values; Q61143; B-score at 10 µM;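 active means B-score under library mean minus 3 SD, initial fluorescence not abnormally high, positive integrated signal ratio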;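 further: B-score derived from integrated fluorescence ratio over the kinetic read; more negative B-score means stronger inhibition of depolarization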
TRPC4 potent: allosteric potentiators of mouse TRPC4 channel | Q9QUQ5 | HEK293 TRPC4beta/mu-opioid, DAMGO EC20, Fluo-4 Ca2+ flux; hits give high values | B-score at 10 µM | 310,000 compounds, 0.42% hits;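 active means B-score of calcium response area above 5 SD of library B-scores, with initial fluorescence ratio within 5 SD of library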;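 further: B-score of integrated fluorescence ratio over time as area under calcium response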
TRPC4 block: blocks the mouse TRPC4 cation channel | HEK293 TRPC4beta/mu-opioid, DAMGO-evoked Fluo4 calcium flux; hits give low values | B-score at 10 µM | 300,000 compounds, 0.39% hits;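 active means B-score over 3 SD under the library average, no early fluorescence shift, positive overall ratio signal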
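Signal: kinetic Fluo4 fluorescence imaging of calcium influx. Material: stable TRPC4beta/mu-opioid receptor HEK293 cells. Probe or stimulus: DAMGO in two steps, submaximal then maximal.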
MrgX1 agonist: human MrgX1 receptor agonism, primary screen; Q96LB2; 310,000 compounds, 0.44% hits; B-score at 10 µM; MrgX1-HEK293 cells, Fluo-4 calcium fluorescence, agonist mode; hits give high values;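 active means calcium response B-score plate-corrected fluorescence ratio at least 3 library SD, with starting fluorescence B-score inside 5 SD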
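Test system: HEK293 cells stably expressing human MrgX1 receptor; amount: 15,000 cells per well; doses: compound delivered in addition one of three; times: overnight plating before 1 h dye loading; detection: Fluo-4 NW calcium-flux fluorescence, kinetic read; read-out basis: B-scored fluorescence response ratio; controls: positive and negative controls per plate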
ANO1 block: mouse TMEM16A channel inhibition, primary screen; Q8BHY3; HEK293 TMEM16A/YFP iodide influx fluorescence, ionomycin; normalized B-score (activity score, 25-100; higher = stronger inhibition) at 10 µM; 310,000 compounds, 1.2% hits;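 active means ratio plate-corrected score three or more library SD toward inhibition, starting fluorescence score within five deviations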;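 further: score derived from kinetic fluorescence span divided by baseline fluorescence per well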
TMEM16A act: activators or potentiators of mouse TMEM16A chloride channel. Q8BHY3. HEK293 TMEM16A/YFP-H148Q/I152L, iodide quench fluorescence; hits give low values. B-score at 10 µM. 340,000 compounds, 0.3% hits;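 active means fluorescence-ratio B-score plate-corrected deviation score at least 3 library SD below zero, with starting fluorescence score within 5 deviations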;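 further: channel opened by trigger with iodide after compound preincubation; score built on the fluorescence ratio of max minus min over baseline; more negative score means more quench and so TMEM16A activation or potentiation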
Starred values were filed as active, the others as inactive; i = inactive; . = no result given. Hits appear at their usual frequency; any-hit rate near 5.8%.

SMILES	TRPC4 act	TRPC6 act	MrgX1 allo act	RGS4 block	MrgX1 antag	TRPC6 inh	TRPC4 potent	TRPC4 block	MrgX1 agonist	ANO1 block	TMEM16A act
Cc1ccc(C(=O)/C=C/Nc2ccc(S(=O)(=O)Nc3onc(C)c3C)cc2)cc1	i	i	i	i	i	i	i	i	i	i	i
COc1cc2c(cc1NC(=O)Nc1ccccc1)oc1ccccc12	i	i	i	i	i	i	i	i	i	i	i
CN(C)C(=O)c1cc(C(=O)c2ccc(C(F)(F)F)cc2F)c[nH]1	i	i	i	i	i	i	i	i	i	i	i
Cc1cccc(C(=O)NNC(=O)C2CC2)c1	i	i	i	i	i	i	i	i	i	i	i
CCOc1ccc(C(CCc2ccccc2)NC(=O)c2ccccc2OC)cc1OCC (stereo not given)	i	i	i	i	i	i	i	i	i	i	i
O=C1CCc2cc(S(=O)(=O)NC(Cc3ccccc3)C(=O)NCCC3=CCCCC3)ccc2N1 (stereo not given)	i	i	i	i	i	i	i	i	i	i	i
CC(C)Sc1nnc([C@@H]2CCCN2C(=O)OC(C)(C)C)o1	i	i	i	i	i	i	i	i	i	i	i
COc1ccc(CNC(=O)c2cccc(NC(=O)c3ccccc3)c2)cc1	i	i	i	i	i	i	i	i	i	i	i
Cc1ccc(OCc2n[nH]c(=S)n2-c2ccc(Br)cc2)cc1	i	i	7.6*	i	i	i	i	i	i	i	i
O=C1CSC(=S)N1c1cccc(F)c1	i	i	i	i	i	i	i	i	i	i	i
Cc1c(C(=O)N2CCN(c3ncccn3)CC2)oc2c(Cl)cccc12	i	i	i	i	i	i	i	i	i	i	i
Cc1ccc(NC(=O)CSc2ncc(-c3ccccc3)n2C(=O)c2ccccc2)cc1	i	i	i	i	i	i	i	i	i	i	i
COc1ccc(N2Cc3ccccc3C2=NC(=O)c2ccc(C)cc2)cc1OC	i	i	i	i	i	i	i	i	i	i	i
O=C(C1CCC1)N1CCc2cc(S(=O)(=O)N3CCCCC3)ccc21	i	i	i	i	i	i	i	i	i	i	i
CC(C)(C)OC(=O)NCCC(=O)N/N=C/c1ccc2ncccc2c1	i	i	i	i	i	i	i	i	i	i	i
COc1ccccc1CNC(=O)[C@H](C)NC(=O)C1CCN(C(=O)[C@@H]2CCCN2C(=O)OC(C)(C)C)CC1	i	i	i	i	i	i	i	i	i	i	i
O=S(=O)(Nc1nc2ccccc2nc1NCc1ccco1)c1ccc(Cl)cc1	i	i	i	i	i	i	i	i	i	i	i
CC(C)=C1C2C=CC1C(C(=O)Nc1cc(C)ccc1C)C2C(=O)O (stereo not given)	i	i	i	i	i	i	i	i	i	i	i
Cn1cc(S(=O)(=O)NC2CCCCC2)c(=O)n(C)c1=O	i	i	i	i	i	i	i	i	i	i	i
CCCCCCOC(=O)C(C#N)c1nc2ccccc2nc1N1CCN(CC)CC1 (stereo not given)	i	i	i	i	i	-5.3*	i	i	i	i	i
O=C(Nc1ccccc1-c1nnn(CC(=O)N2CCOCC2)n1)c1ccc(F)cc1	i	i	i	i	i	i	i	i	i	i	i
Cc1nnc(SCC(=O)Nc2cccnc2Cl)s1	i	i	i	i	i	i	i	i	i	i	i
CCN(CC)S(=O)(=O)c1ccc2c(c1)oc(=O)n2CC(=O)NC1CCCCC1	i	i	i	i	i	i	i	i	i	i	i
CCCC(=O)NCc1ccccc1Cl	i	i	i	i	i	i	i	i	i	i	i
COc1ccc(-n2c(Cc3ccccc3)nnc2SCC(=O)N2CCCc3ccccc32)cc1	i	i	i	i	i	i	i	i	i	i	i
CN(C)CCN1C(=O)C(=O)/C(=C(/O)c2ccc(S(=O)(=O)N3CCOCC3)cc2)C1c1ccccc1 (stereo not given)	i	i	i	i	i	i	i	i	i	i	i
CCn1nc(C)c(/C=N/NC(=O)c2nc3nc(C)cc(C)n3n2)c1C	i	i	i	i	i	i	i	i	i	i	i
COc1ccccc1NS(=O)(=O)c1ccc(C(N)=O)cc1	i	i	i	i	i	i	i	i	i	i	i
COc1ccc(/C=N/NC(=O)C(Cc2c[nH]c3ccccc23)NC(=O)OCC(C)C)cc1[N+](=O)[O-] (stereo not given)	i	i	i	i	i	i	i	i	i	i	i
COc1ccc(CCNC(=O)CC2Oc3ccc(Cl)cc3NC2=O)cc1OC (stereo not given)	i	i	i	i	i	i	i	i	i	i	i
O=C(Nc1ccc(F)cc1)Nc1cccnc1	i	i	i	i	i	i	i	i	i	i	i
CCOC(=O)c1sc(C)c(C(N)=O)c1NC1=NCCCCC1	i	i	i	i	i	i	i	i	i	i	i
S=C(c1ccc2c(c1)OCO2)N1CCCCC1	i	i	i	i	i	i	i	i	i	i	i
CCc1cc2c(-n3nc(C)cc3C)ncnc2s1	i	i	i	i	i	i	i	i	i	i	i
C#CCN(CC=C)C(=O)c1ccc(OC2CCN(S(=O)(=O)N(C)C)CC2)cc1	i	i	i	i	i	i	i	i	i	i	i
COc1ccc(N2C(=O)C(Cl)=C(N3CCOCC3)C2=O)cc1	i	i	i	i	i	i	i	i	i	i	i
COCCn1c(SCC(=O)N2CCC(C)CC2)nc2ccccc2c1=O	i	i	i	i	i	i	i	i	i	i	i
CCNC(=O)CC1C(=O)N(CC)C(=S)N1NC(=O)c1ccc(Cl)cc1 (stereo not given)	i	i	i	i	i	i	i	i	i	i	i
c1ccc(Cn2nnnc2C(c2ccccc2)N2CCN(c3nc4ccccc4s3)CC2)cc1 (stereo not given)	i	i	i	i	i	i	i	i	i	i	i
O=C(NCCNc1ccc([N+](=O)[O-])cc1)c1cccc(Br)c1	i	i	i	i	i	i	i	i	i	i	i
O=C(COc1ccccc1Cl)Nc1ccccc1C(=O)Nc1cccc(C(=O)O)c1	i	i	i	i	i	i	i	i	i	i	i
CN(C)Cc1ccccc1C1(O)c2ccccc2CSc2ccccc21 (stereo not given)	i	i	i	i	i	i	i	i	i	i	i
CCOC(=O)c1sc(NC(=O)Nc2ccccc2)cc1C	i	i	i	i	i	i	i	i	i	i	i
CN1CCN(S(=O)(=O)c2ccc(NC(=S)NC(=O)C(C)(C)C)cc2)CC1	i	i	i	i	i	i	i	i	i	i	i
COc1ccc(OC)c(C2C3=C(COC3=O)Nc3cc4c(cc32)OCO4)c1 (stereo not given)	i	i	i	i	i	i	i	i	i	i	i
CCOC(=O)c1noc(C)c1C(=O)Nc1nccs1	i	i	i	i	i	i	i	i	i	i	i
COc1ccc(CCN(C(=O)c2ccccc2)C2=CC3CCC(C2)N3C)cc1OC (stereo not given)	i	i	.	i	.	i	i	i	.	.	.
O=C(Nc1c2c(nc3ccccc13)CCCC2)c1ccccc1Br	i	i	i	i	i	i	i	i	i	i	i
COc1ccc(-n2c(CNC(=O)COc3ccccc3)n[nH]c2=S)cc1	i	i	i	i	i	i	i	i	i	i	i
Clc1cccc(-c2noc3ncnc(Nc4ccc5c(c4)OCO5)c23)c1	i	i	i	i	i	i	i	i	i	i	i

Next part; it opens with the 2 that closed the last part.
SMILES	TRPC4 act	TRPC6 act	MrgX1 allo act	RGS4 block	MrgX1 antag	TRPC6 inh	TRPC4 potent	TRPC4 block	MrgX1 agonist	ANO1 block	TMEM16A act
COc1ccc(-n2c(CNC(=O)COc3ccccc3)n[nH]c2=S)cc1	i	i	i	i	i	i	i	i	i	i	i
Clc1cccc(-c2noc3ncnc(Nc4ccc5c(c4)OCO5)c23)c1	i	i	i	i	i	i	i	i	i	i	i
COc1ccc(C(=O)N/N=C/C(Br)=C/c2ccccc2)cc1	i	i	i	i	i	i	i	i	i	i	i
O=C1CCCC2=C1C(c1ccc(Br)cc1)c1c([nH]c(=S)[nH]c1=O)N2 (stereo not given)	i	i	i	i	i	i	i	i	i	i	i
O=C1c2ccccc2NC(c2cccc(O)c2)N1O (stereo not given)	i	i	i	i	i	i	i	i	i	i	i
Cc1cc(C)c(NC(=O)CNC(=O)COC(=O)CN2C(=O)NC3(CCCC3)C2=O)c(C)c1	i	i	i	i	i	i	i	i	i	i	i
CN(C)S(=O)(=O)c1cccc(C(=O)NCCNC(=O)c2cccc(S(=O)(=O)N(C)C)c2)c1	i	i	i	i	i	i	i	i	i	i	i
Cc1ccc(C(=O)NC2CCN(CC(=O)NC3CCC(C)CC3)CC2)cc1 (stereo not given)	i	i	i	i	i	i	i	i	i	i	i
Cc1nn(C)cc1S(=O)(=O)N1CCN(c2ccc(F)cc2)CC1	i	i	i	i	i	i	i	i	i	i	i
CCC1CCCCN1CCCNC(=O)CNC(=O)Cn1ccc2ccccc2c1=O (stereo not given)	i	i	i	i	i	i	i	i	i	i	i
O=C(COC(=O)CCSc1ccc(Cl)cc1)NCc1ccccc1	i	i	i	i	i	i	i	i	i	i	i
Cc1ccccc1NC(=O)COC(=O)CCc1ccccc1	i	i	i	i	i	i	i	i	i	i	i
O=C(Cn1c(=O)[nH]n(-c2ccccc2)c1=O)N1CCCc2ccccc21	i	i	i	i	i	i	i	i	i	i	i
CC(C)(C)c1ccc(C(=O)c2c[nH]c(C(=O)NCc3cccnc3)c2)cc1	i	i	i	i	i	i	i	i	i	i	i
CCSc1nnc(NC(NC(=O)c2ccco2)(C(F)(F)F)C(F)(F)F)s1	i	i	i	i	i	i	i	i	i	i	i
O=C(Nc1ccccc1)c1ccc(OC(=O)c2cc3ccccc3o2)cc1	i	i	i	i	i	i	i	i	i	i	i
COc1ccc(C(=O)C2CCCN(C(=O)c3cccnc3SC)C2)c(C)c1 (stereo not given)	i	i	i	i	i	i	i	i	i	i	i
Cc1ccccc1Cn1nnc(-c2ccc(C(=O)O)cc2)n1	i	i	i	i	i	i	i	i	i	i	i
CN1CCN(c2nc(C(N)=O)cc(-c3ccccc3)n2)CC1	i	i	i	i	i	i	i	i	i	i	i
CC1(C)Cc2c(C#N)c(NCC3CCCO3)nc(-c3ccco3)c2CO1 (stereo not given)	i	i	i	i	i	i	i	i	i	i	i
Cc1cc[n+](CC(=O)c2ccc(NC(=O)c3ccccc3)cc2)cc1	i	i	i	i	i	i	i	i	i	i	i
